# Assay outcomes as filed in PubChem.
# Arrestin-AP2 inh: inhibitors of beta-arrestin/AP2 binding, primary screen, biochemical, GPCR trafficking, flow cytometry; beta-arrestin 1 C-terminal peptide binding to AP2 beta2-adaptin appendage (human); FITC-arrestin peptide / GST-AP2 beads; AP2 beta2 appendage carries R879A mutation; inhibition, % at 10 µM; 0.31% of 340,000 active;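 active = inhibition above a set limit, near 3 SD of compounds lacking own fluorescence, cut at about 54% in these data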;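 note: plate controls were DMSO wells for no effect and 5 µM unlabelled arrestin peptide for full effect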
#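 test system = AP2 appendage R879A on GSH beads | buffer or medium = PBS plus Tween 20 (0.05%) and BSA (0.1%) | incubation = 12 min plus 1 h, RT | detection = bead flow cytometry, FITC channel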
# Keap1 Nrf2 FP: Keap1-Nrf2 protein-protein interaction inhibitors, primary screen, biochemical, fluorescence polarization, single point; Kelch-like ECH-associated protein 1 (Homo sapiens), Q14145; Keap1 Kelch-Nrf2 peptide fluorescence polarization, 1536-well; inhibition, % at 9.4 µM; 0.15% of 340,000 active; AID 504523, 2011; in the data active = inhibition above about 12%; inconclusive = no clear call, values can overlap the other calls; inactive = below about 7.3%;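 note: human Keap1 Kelch domain with fluorescein labeled Nrf2 9mer peptide probe; 0% = neutral control wells and 100% = peptide positive control; higher means more block of Keap1 binding to Nrf2 peptide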
# PKA-R2B activ: activators of PKA-R2B holoenzyme, primary screen, biochemical, fluorescence polarization, Cy5-IP20, human | cAMP-dependent protein kinase catalytic subunit beta (Homo sapiens) + cAMP-dependent … | 0.079% of 340,000 active | activation, % at 11.4 µM | AID 504700, 2011 | PKA-R2B holoenzyme dissociation; R2B truncated from residue 108, S112A mutant; 0% DMSO only, 100% 113 µM cGMP;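 active = activation above a cutoff set at the mean over all compounds plus 3 SD, cut at about 18% in these data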;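 note: higher means more holoenzyme dissociation and a rise in polarization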
# SR-BI uptake up: activators of SR-BI mediated DiI-HDL uptake, primary screen, ldlA[mSR-BI] CHO cells, DiI fluorescence | 3 h; 100 = double the neutral-control signal | activation, % at 12.5 µM | 0.096% of 320,000 active;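 active = mean replicate activation of at least 60% and every replicate at or above 60%; inconclusive = mean or all-replicate condition met, but not both; inactive = mean below 60% and not all replicates reaching 60%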;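 note: 0% = median plate neutral-control signal and 100% = twice that signal; values of inactives mirror those of a sister screen read the other way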
#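 System: LDL receptor-deficient CHO ldlA cells overexpressing murine SR-BI | Timing: 3 h uptake period with compound, 37 °C | Medium: HEPES-buffered (25 mM, pH 7.4) F12 plus 0.5% BSA | Dosing: Single-point compound dose | Signal: Bottom-read fluorescence, 550/595 nm | Read-out: Retained DiI signal reflecting DiI-HDL uptake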
# SR-BI DiI inh: inhibitors of SR-BI mediated HDL lipid uptake, primary screen, ldlA[mSR-BI] cells, fluorescence, single point; Scavenger receptor class B member 1 (Mus musculus), Q61009; ldlA[mSR-BI] CHO cells, DiI-HDL uptake fluorescence, 3 h; inhibition, % at 12.5 µM; AID 488896, 2010; 0.96% of 320,000 active;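 active = mean replicate inhibition of at least 70% and a set share of replicates each scoring 70 or more; inconclusive = meets just one of the two criteria; inactive = fails both criteria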;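 note: 0% = median of neutral control wells and 100% = median of positive control wells; values of inactives mirror those of a sister screen read the other way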
# Cardiac RTF inh: cardiac RTF calcium sensitivity inhibitors, primary screen, biochemical, IANBD-TnC fluorescence, EC70 calcium | inhibition, % at 7.15 µM | IANBD-labeled cardiac RTF, Ca2+ fluorescence | 0.12% of 340,000 active | Troponin I, cardiac muscle (Homo sapiens) + Troponin T, cardiac muscle (Homo sapiens) + …;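 active = inhibition above the mean inhibition of all tested compounds plus 3 SD, cut at about 17% in these data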;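 note: assay run at fixed EC70 calcium of 1.6 mM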
# NSD2 inh: NSD2 histone methyltransferase inhibitors, primary screen, biochemical, AlphaScreen, single concentration, set 2 | inhibition, % at 12.5 µM | 0.54% of 310,000 active | AID 743445, 2014 | NSD2 peptide methylation, 120 min; in the data active = inhibition above about 50%
# Target sequence (O96028 whole entry, looked up): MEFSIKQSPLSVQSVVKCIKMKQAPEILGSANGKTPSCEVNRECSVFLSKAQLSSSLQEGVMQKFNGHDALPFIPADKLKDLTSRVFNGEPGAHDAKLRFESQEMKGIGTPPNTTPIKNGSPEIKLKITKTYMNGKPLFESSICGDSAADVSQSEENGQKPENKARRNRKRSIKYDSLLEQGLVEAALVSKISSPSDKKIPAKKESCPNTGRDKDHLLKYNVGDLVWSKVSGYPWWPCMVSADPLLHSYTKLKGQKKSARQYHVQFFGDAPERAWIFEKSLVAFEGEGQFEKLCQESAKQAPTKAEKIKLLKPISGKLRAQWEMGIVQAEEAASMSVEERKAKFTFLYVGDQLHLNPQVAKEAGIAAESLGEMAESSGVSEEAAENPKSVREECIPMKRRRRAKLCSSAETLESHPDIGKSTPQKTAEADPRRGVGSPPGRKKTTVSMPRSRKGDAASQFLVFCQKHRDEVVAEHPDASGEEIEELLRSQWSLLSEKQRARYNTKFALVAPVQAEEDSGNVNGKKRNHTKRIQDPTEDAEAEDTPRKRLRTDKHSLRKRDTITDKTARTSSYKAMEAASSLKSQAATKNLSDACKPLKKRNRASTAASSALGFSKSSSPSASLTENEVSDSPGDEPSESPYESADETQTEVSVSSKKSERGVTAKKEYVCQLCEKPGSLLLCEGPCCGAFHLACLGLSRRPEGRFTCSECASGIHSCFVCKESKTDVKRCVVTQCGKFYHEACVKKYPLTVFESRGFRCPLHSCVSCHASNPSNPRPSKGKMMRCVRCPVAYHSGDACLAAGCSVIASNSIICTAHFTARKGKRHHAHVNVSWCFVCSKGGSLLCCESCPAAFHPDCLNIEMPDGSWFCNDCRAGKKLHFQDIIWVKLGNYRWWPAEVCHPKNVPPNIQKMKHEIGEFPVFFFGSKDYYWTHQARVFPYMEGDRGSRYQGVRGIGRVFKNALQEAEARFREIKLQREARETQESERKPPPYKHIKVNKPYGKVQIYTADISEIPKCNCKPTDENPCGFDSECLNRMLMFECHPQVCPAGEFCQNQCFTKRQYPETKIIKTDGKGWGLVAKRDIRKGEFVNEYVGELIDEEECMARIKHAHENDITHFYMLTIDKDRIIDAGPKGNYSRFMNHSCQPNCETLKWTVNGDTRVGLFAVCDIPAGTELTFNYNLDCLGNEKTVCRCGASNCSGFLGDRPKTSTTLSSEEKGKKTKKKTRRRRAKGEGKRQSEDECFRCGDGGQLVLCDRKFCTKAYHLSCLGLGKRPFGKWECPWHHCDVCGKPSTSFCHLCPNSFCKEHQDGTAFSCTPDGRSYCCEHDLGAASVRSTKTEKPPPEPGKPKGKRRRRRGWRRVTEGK
# LANA DNA inh: inhibitors of KSHV C-LANA binding to DNA, primary screen, biochemical, fluorescence polarization, FAM-LBS DNA, MBP-C-LANA, single point; 0.078% of 340,000 active; inhibition, % at 9 µM;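 active = highest replicate inhibition at or above 60% at 9 µM, even if other replicates fall short; inactive = all replicates below 60% inhibition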;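 note: 0% = neutral control wells and 100% = 4 µM acridine orange control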
# PvdQ acylase: P. aeruginosa PvdQ acylase inhibitors, primary screen, biochemical, fluorescence, plate reader and imaging, single point. 0.063% of 340,000 active. PvdQ acylase [Pseudomonas aeruginosa LESB58]. inhibition, % at 10 µM. purified PvdQ acylase; in the data active = inhibition above about 30%, passing the limit was not always enough; inconclusive = no clear call, values can overlap the other calls;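 note: 0% = vehicle neutral wells and 100% = reference inhibitor wells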
# DAGLB inh: DAGLB lipase inhibitors, primary screen, biochemical, fluorescence, HTS | AID 504411, 2011 | inhibition, % at 5.17 µM | Diacylglycerol lipase-beta (Homo sapiens), Q8NCG7 | 0.059% of 340,000 active | HEK293T DAGLB membrane lysate, EnzChek fluorogenic substrate; in the data active = inhibition above about 34%;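 note: 0% = enzyme with vehicle and 100% = wells lacking enzyme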
# * = called active by the depositor; ? = inconclusive; nt = not tested or not shown.
SMILES,Arrestin-AP2 inh,Keap1 Nrf2 FP,PKA-R2B activ,SR-BI uptake up,SR-BI DiI inh,Cardiac RTF inh,NSD2 inh,LANA DNA inh,PvdQ acylase,DAGLB inh
CC(C)C[C@H](NC(=O)N1CCn2c1nc1ccccc12)C(=O)N[C@H](Cc1ccccc1)C(=O)O,0,-1,-2,-2,2,3,nt,-0.1,-14,0
CCOC(=O)C1CCN(C(=O)c2cc3c(=O)n4ccccc4nc3s2)CC1,22,2,4,18,-18,1,-7,-1.0,-8,0
O=C(NCCN1CCc2ccccc2C1)Nc1ccc(F)cc1,16,-1,14,0,0,-12,nt,-0.1,-8,-2
CC(C)OCCCNc1ncc2c(n1)CC(c1ccc(N(C)C)cc1)CC2=O (centres undefined),2,-1,-2,-20,20,9,1,-0.6,16,-1
COCCn1c(=NC(=O)CCS(=O)(=O)c2ccccc2)sc2cc(F)ccc21,22,0,-9,12,-12,2,-2,0.6,2,-5
Cc1[nH]c(=O)[nH]c(=O)c1S(=O)(=O)N1CCC(C(=O)N2CCN(c3cccc(C(F)(F)F)c3)CC2)CC1,-3,-4,-4,12,-12,-6,-1,-0.1,-21,0
COc1cc(/C=C2\SC(=S)N(NC(=O)c3cccnc3)C2=O)ccc1O,2,-20,1,-7,7,-7,nt,-12,-4,0
CCCCCCCCNS(=O)(=O)CCNCCc1ccccc1,0,-1,5,7,-7,-6,nt,-0.8,-6,-15
CNC(=O)CN(c1cccc(Br)c1)S(C)(=O)=O,13,-4,2,13,-13,-3,1,1.3,-14,-1
COc1cc(C(=O)Nc2nc3ccccc3s2)ccc1OCc1c(C)noc1C,-2,-2,3,-67,67,-4,-2,1.5,11,-2
COc1ccccc1C(=O)Nn1cnnc1,4,2,-8,-4,4,-7,-2,1.5,-6,0
COc1ccc(N2CCN(S(=O)(=O)c3ccc4c(c3)NC(=O)C(C)S4)CC2)cc1 (centres undefined),-7,-1,-1,7,-7,-5,0,2.6,-11,2
COc1ccccc1NS(=O)(=O)c1cc(NC(=O)CC(C)(C)C)ccc1N1CCOCC1,37,-1,nt,10,-10,nt,-3,-1.3,3,nt
Cc1ccc(S(=O)(=O)NCc2c(-c3ccccc3)noc2C)cc1,-2,-2,2,1,-1,-2,0,5.7,2,-7
C[C@H](CO)N1C[C@H](C)[C@@H](CN(C)Cc2ccc(-c3ccccc3)cc2)Oc2c(NS(=O)(=O)c3cccs3)cccc2C1=O,11,1,-4,-4,-3,-15,nt,0.6,-13,0
COc1ccc2c(C(=O)NCCCCO)c(-c3ccc(S(C)(=O)=O)cc3)sc2c1,-6,1,-3,7,-7,-11,nt,1.0,-61,-1
CSCCCNC(=S)Nc1cccc(S(=O)(=O)NC2=NCCC2)c1,6,-1,-5,-2,2,8,0,-0.7,-12,0
COCCNC(=O)C1CCC(CNS(=O)(=O)c2c(C)cc(C)cc2C)CC1 (centres undefined),4,-7,2,5,-5,-6,-3,-1.7,10,-2
O=C(COC(=O)CNS(=O)(=O)c1cc(C(F)(F)F)ccc1Cl)NC1CC1,9,-9,-2,2,-2,-7,-5,-0.2,-12,1
COc1ccccc1NC(=O)Cn1c(C)nc2c(sc(=S)n2Cc2ccco2)c1=O,7,-6,-3,-28,28,-5,-9,0.8,-8,0
O=C(NCc1ccccc1)c1ccc(Cl)nc1,-1,-1,nt,16,-16,nt,1,1.0,-18,nt
Cc1nn(-c2ccccc2)c(C)c1/C=N/n1c(-c2ccc(C(C)(C)C)cc2)n[nH]c1=S,2,1,0,19,-19,-3,2,0.5,4,-1
COc1ccc(S(=O)(=O)Nc2ccc(F)cc2F)cc1C(=O)N1CCOCC1,-3,-2,-5,nt,nt,-11,nt,0.4,-5,2
CCn1c(O)c(N=NC(=O)CNc2ccc(C)cc2)c2ccccc21,-2,6,-2,-33,33,4,5,-1.1,6,1
COCC(C)n1c(=O)sc2ccccc2c1=O (centres undefined),14,-3,9,3,-3,4,-1,1.0,14,-6
CCSc1ccccc1C(=O)Nc1cccc(OC)c1,-6,0,-6,-13,13,1,-2,0.4,-14,-1
COc1ccc(N2CCN(CC(=O)NC(=O)NC(C)(C)C)CC2)cc1,-7,-1,1,8,-8,1,1,0.8,-17,1
COc1ccc(NS(=O)(=O)c2cccc(NC(=O)COc3ccc(OC)cc3)c2)cc1,-17,4,-12,1,-1,2,-1,2.9,-13,1
N#Cc1c(N)nc(SCc2ccccn2)c(C#N)c1-c1cccs1,10,-2,-3,-1,1,0,-5,-0.3,4,-5
COC(CN(C(=O)CCl)C(C(=O)NC1CCCCC1)c1ccc(Cl)cc1)OC (centres undefined),4,0,-13,8,-8,1,5,2.4,9,2
CCOc1ccc2nc(N3CCC(C(=O)N4CCN(C(=O)c5ccco5)CC4)CC3)sc2c1,20,0,6,-48,48,-4,nt,0.9,26,0
CSc1ccccc1C(=O)NC1CC2CCC1C2 (centres undefined),11,-7,1,nt,nt,-3,-1,-0.5,-5,-2
Nc1c(C(=O)O)cnn1-c1ccc([N+](=O)[O-])cc1,2,0,-6,-4,4,4,-2,-0.2,8,-1
CCCC1=[N+](CC(=O)c2ccc(C)cc2)CCn2cccc21,11,4,-2,4,-4,-13,-2,1.6,-14,-1
CN(C)c1cccc(O)c1,22,-6,-2,14,-14,-11,nt,1.5,-7,-1
CCOC(=O)CCCCCC(=O)Nc1ccc2c(c1)CC(=O)N([C@@H](C)CO)C[C@@H](C)[C@@H](CN(C)C(=O)Nc1ccc(C(F)(F)F)cc1)O2,-11,-8,6,-31,31,9,nt,-1.3,-4,-3
C=CCN1CCc2cc(O)c(O)cc2C(c2ccccc2)C1 (centres undefined),21,3,8,3,-3,0,nt,0.3,-1,3
CC(=O)NC1=CC(=C[N+](=O)[O-])C=C1O,11,0,4,-9,9,-8,-1,-1.2,6,-1
Cc1ccc(NC(=O)Cn2cccc2C2=NC(c3ccccc3)CO2)c(C)c1 (centres undefined),3,-4,2,-37,37,-22,-2,0.9,-12,-5
COc1ccc(C2=NS(=O)(=O)N(C)C(C(=O)N3CCCCC3C)=C2)cc1 (centres undefined),20,-1,-5,-15,15,-1,nt,1.5,9,-3

# Of the compounds above, these have an NH in an aromatic ring:
SMILES,Arrestin-AP2 inh,Keap1 Nrf2 FP,PKA-R2B activ,SR-BI uptake up,SR-BI DiI inh,Cardiac RTF inh,NSD2 inh,LANA DNA inh,PvdQ acylase,DAGLB inh
Cc1[nH]c(=O)[nH]c(=O)c1S(=O)(=O)N1CCC(C(=O)N2CCN(c3cccc(C(F)(F)F)c3)CC2)CC1,-3,-4,-4,12,-12,-6,-1,-0.1,-21,0
Cc1nn(-c2ccccc2)c(C)c1/C=N/n1c(-c2ccc(C(C)(C)C)cc2)n[nH]c1=S,2,1,0,19,-19,-3,2,0.5,4,-1

# Continued.
SMILES,Arrestin-AP2 inh,Keap1 Nrf2 FP,PKA-R2B activ,SR-BI uptake up,SR-BI DiI inh,Cardiac RTF inh,NSD2 inh,LANA DNA inh,PvdQ acylase,DAGLB inh
CCOC(=O)c1c(C)c(C(=O)N2CCN(C(=O)c3ccco3)CC2)c(C)n1C,15,4,-2,3,-3,-5,nt,0.3,-2,-4
O=C(c1cc(N2C(=O)C3C4CCC(C4)C3C2=O)ccc1Cl)N1CCN(c2ccccc2F)CC1 (centres undefined),3,-3,-6,-13,13,-14,-3,-3.6,-4,1
COC1(OC)C(/C=C/c2ccc(Cl)cc2)C(C#N)(C#N)C1(OC)OC (centres undefined),-6,-4,-10,-5,5,1,-1,-0.7,-11,2
COc1cccc2cc(/C(=N/O)c3ccc(Br)cc3)oc12,36,2,-8,-39,39,2,-1,-0.2,4,-6
C[N+]1(CC(=O)OC2CCCCCCCCCCC2)CCCC1,-14,-1,4,5,-5,-12,9,-1.3,-17,3
Cc1cc(NC(=O)CSc2nnc(-c3ccco3)n2Cc2ccccc2)no1,-4,-2,3,-21,21,7,4,0.6,-6,2
CN1C(=O)c2ccccc2OC1(C)Cc1ccccc1 (centres undefined),25,3,-5,-13,13,4,23,-0.9,2,-6
O=C(/C=C/c1ccccc1)Nc1cccnc1Cl,2,-4,-4,-14,14,-16,-1,1.2,-3,-2
Cc1ccc(S(=O)(=O)N2CCCCC2)cc1NC(=O)CCNC(=O)c1ccccc1,2,5,-3,10,-10,-12,0,3.0,-10,5
CC(C)n1nnnc1SCC(=O)c1c(N)n(C2CC2)c(=O)[nH]c1=O,16,1,-4,17,-17,3,7,0.5,4,2
O=C(Nc1ccc2c(c1)nc1n2CCOC1)c1ccco1,-8,-1,3,0,0,-7,-4,0.9,-14,1
CCn1c(COc2ccccc2)nnc1SCC(=O)C(C)(C)C,13,-2,0,nt,nt,-8,4,-0.7,6,-4
CCCCNC(=S)N/N=C/c1cc(C)ccc1C,-1,-7,-4,-30,30,-16,3,1.1,15,-7
COc1ccc(CCn2c(=N)c(C(=O)NCC3CCCO3)cc3c(=O)n4cccc(C)c4nc32)cc1OC (centres undefined),18,?,-9,5,-5,0,-2,7.1,0,0
COc1ccc(C)cc1NC(=O)Nc1ccccc1SC,15,-6,-4,-36,36,14,-2,-0.6,-7,1
Cc1ccc(O)c(CNc2nc3ccccc3n2C(C)C)c1,-14,-3,-5,-43,43,-10,-4,3.2,-13,1
Cc1nc2ccc(C(=O)c3ccccc3)cc2[nH]1,-7,1,-6,2,-2,-18,8,-1.7,-12,1
CC(C)NC(=O)COc1ccc(Cl)cc1Cl,-3,-1,-2,-8,8,-2,nt,-0.6,-1,1
CCOc1ccccc1NC(=O)C1CCCN(S(=O)(=O)c2c(C)[nH]c(=O)[nH]c2=O)C1 (centres undefined),0,-3,5,5,-5,-4,nt,1.2,-10,-3
CC(C(=O)N1c2ccccc2CC1C)N1CCN(S(=O)(=O)c2ccccc2F)CC1 (centres undefined),21,4,1,-6,6,1,5,17,1,-2
COc1ccccc1N1CCN(C(=O)CSc2nc3ncnc(N)c3[nH]2)CC1,-4,-3,-3,14,-14,-1,-3,-0.1,-13,2
CCc1ccc(-c2nnn(CCC(=O)OC)n2)cc1,1,-3,-6,-2,2,-7,-1,0.2,-30,-11
